# Screening results deposited in PubChem by National Center for Advancing Translational Sciences (NCATS).
# Vif-APOBEC3F blk: inhibitors of Vif-A3F interaction; Potency, µM (highest dose often 46.1 µM), for the others: at the top dose activity, negative = active; AID 602313; HeLa A3F-eYFP + Vif (tagged APOBEC3F with the HIV-1 protein that degrades it), YFP fluorescence increase; 0.2% of 390,000 active; note: potency is the fitted concentration of half-maximal effect; % of control where 0% means no effect; nearly all actives have a fitted effect of over 65% in size
#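 HeLa cells stably expressing Vif plus C-terminally eYFP-tagged A3F were seeded, incubated overnight at 37 deg C, dosed with compound, incubated overnight again at 37 deg C. Yellow fluorescence (Ex 488/Em 500-530) reported blocked Vif-mediated A3F-eYFP degradation.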
# 12-LOX inh: inhibitors of human 12S-lipoxygenase ALOX12; P18054; purified 12hLO, xylenol orange hydroperoxide absorbance; Potency, µM (highest dose often 108 µM), without a hit: top-dose activity change, negative = inhibition, usual class: inhibitors; 1.1% of 580,000 active; note: potency is the fitted concentration of half-maximal effect; % is set by controls: 0 for no effect and ±100 for the full control effect
#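 Purified human 12hLO at 150 nM in 25 mM Hepes, 0.01% Triton X-100, pH 7.0, preincubated 15 min at room temperature with compound. Reaction started with 40 uM arachidonic acid, 30 min at room temperature. Hydroperoxide measured by Fe-xylenol orange, 573/405 nm absorbance ratio.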
# ERG-DNA inh: inhibitors of human ERG Ets domain-DNA interaction | AID 624246 | P11308 | 0.028% of 370,000 active | fluorescence polarization, His-ERG Ets domain / labelled DNA | Potency, µM (titrated, usually from 76.9 µM), for inactives: at the highest dose FP activity, negative = inhibition, hits mostly inhibitors; active = well fitted inhibition curve with a large enough effect in the polarisation, with a control signal flat; inconclusive = small, poorly fitted or top-dose-only effect, or effect the other way, or a change in a side signal; inactive = no such curve, though single readings can be large or run the other way; the % refers to the polarisation;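 note: polarization taken with two DNA probes labelled with fluorescein and Texas red; potency is the fitted concentration of half-maximal effect; % of control where 0% means no effect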
#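 His-tagged ERG Ets domain (1 uM in the protein solution; 300mM KCl, 50mM Tris-HCl, 1mM EDTA, 1mM DTT, pH 7.5) received compound, then a probe mix of 5 nM fluorescein-DNA and 100nM Texas-615-DNA. Fluorescence polarization was read for both dyes.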
# LDHA block: LDHA (human) enzyme inhibition. 0.15% of 480,000 active. P00338. activity change, % (values are at about 110 or 230 µM). purified LDHA, NADH/diaphorase-resazurin fluorescence; hits give low values; in the data active = activity change below about -30%; inconclusive = mostly about -25% to -30%;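 note: plate controls were DMSO wells for no effect and wells without enzyme for full effect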
#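 Enzyme activity of human lactate dehydrogenase 5 (2 nM; 0.06 mM NADH, 0.2 mM pyruvate, 5 min, RT) is measured via a resazurin/diaphorase fluorescence readout of residual NADH.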
# D2 antagonist: antagonizes the human D2 dopamine receptor | HEK293 TREx D2 cells, calcium flux, dopamine EC80 | inhibition, % at 10 µM | 2% of 340,000 active | AID 485344; in the data active = inhibition above about 30%; note: 0% is about no effect
# Target sequence (P14416 whole entry, looked up): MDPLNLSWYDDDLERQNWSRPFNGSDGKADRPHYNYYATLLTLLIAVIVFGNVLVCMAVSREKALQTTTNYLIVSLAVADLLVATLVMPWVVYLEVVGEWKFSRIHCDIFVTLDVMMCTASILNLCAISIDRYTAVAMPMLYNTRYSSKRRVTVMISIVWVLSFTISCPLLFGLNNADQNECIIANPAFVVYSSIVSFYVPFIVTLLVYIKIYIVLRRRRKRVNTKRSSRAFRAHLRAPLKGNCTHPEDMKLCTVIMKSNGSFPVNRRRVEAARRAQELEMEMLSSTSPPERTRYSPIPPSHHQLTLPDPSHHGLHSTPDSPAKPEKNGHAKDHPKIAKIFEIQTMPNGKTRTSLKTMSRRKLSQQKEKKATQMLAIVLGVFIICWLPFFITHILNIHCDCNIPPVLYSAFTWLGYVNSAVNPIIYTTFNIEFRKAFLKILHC
#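 HEK293 T-REx D2 cells, tet-induced, calcium dye no-wash. Cpd pintool add, 180 s kinetic, then EC80 DA, 180 s kinetic. Ca flux read.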
# D2 agonist: agonists of human D2 dopamine receptor | 0.53% of 340,000 active | activation, % at 2 µM | HEK293 T-REx D2 cells, calcium flux agonist mode | P14416;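 active = activation over 3 SD above normal in the single-dose calcium agonist read, cut at about 30% in these data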; note: 0% is about no effect
#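 Agonism scored from kinetic calcium signal (1 read/sec, 180 s) following compound pin transfer, after a 10 s baseline. Cells: HEK293 Trex line expressing inducible D2 receptor coupled to calcium, dye-loaded after overnight culture at 30 C.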
# RGS4 inh: inhibitors of human regulator of G protein signaling 4 | Potency, µM (highest dose often 114 µM), inactives show at the top dose activity change, negative = inhibition, hits mostly inhibitors | Transcreener GDP fluorescence polarization, RGS4-accelerated GTP hydrolysis | 0.039% of 390,000 active; note: potency is the fitted concentration of half-maximal effect; % is set by controls: 0 for no effect and ±100 for the full control effect; nearly all actives have a fitted effect of over 75% in size; some results filed as inactive show a strong effect at the top dose
# Target sequence (P49798 whole entry, looked up): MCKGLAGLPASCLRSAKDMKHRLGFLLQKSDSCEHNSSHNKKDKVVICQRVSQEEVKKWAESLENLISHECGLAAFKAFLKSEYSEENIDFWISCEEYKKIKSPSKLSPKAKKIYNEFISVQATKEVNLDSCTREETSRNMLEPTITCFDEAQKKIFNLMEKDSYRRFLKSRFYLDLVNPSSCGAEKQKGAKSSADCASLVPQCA
#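 MLSMR compounds (23 nl, pin-transferred) preincubated 10 min at room temperature with a 500nM (2x) first reagent, then RGS4 at 900nM (2x) plus Transcreener GDP mix added; fluorescence polarization (620/688 nm) read before and after 90 min at 30 °C.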
# Vif-A3G inh: Vif-A3G binding inhibition; HeLa A3G-eYFP + Vif (tagged APOBEC3G with the HIV-1 protein that degrades it), YFP fluorescence, overnight; 0.076% of 410,000 active; Q9HC16; Potency, µM (top dose mostly 46.1 µM), inactives show top-dose activity, negative = active, usual class: inhibitors;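 note: potency is the fitted concentration of half-maximal effect; % is set by controls: 0 for no effect and ±100 for the full control effect; nearly all actives have a fitted effect of over 60% in size; hits raise eYFP signal because A3G escapes Vif-driven loss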
# Target sequence (Q9HC16 whole entry, looked up): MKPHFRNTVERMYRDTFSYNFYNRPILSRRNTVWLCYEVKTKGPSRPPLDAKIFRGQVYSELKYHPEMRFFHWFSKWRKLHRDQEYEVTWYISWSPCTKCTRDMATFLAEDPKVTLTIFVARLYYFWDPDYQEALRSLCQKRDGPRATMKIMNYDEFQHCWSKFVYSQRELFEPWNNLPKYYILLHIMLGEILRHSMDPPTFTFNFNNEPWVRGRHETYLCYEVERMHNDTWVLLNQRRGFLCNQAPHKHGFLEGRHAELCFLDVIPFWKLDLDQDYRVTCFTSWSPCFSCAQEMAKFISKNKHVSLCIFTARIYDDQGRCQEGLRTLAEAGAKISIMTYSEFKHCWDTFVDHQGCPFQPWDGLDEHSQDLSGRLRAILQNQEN
#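 Read-out is eYFP fluorescence (Ex 488/Em 500-530) from Vif-expressing HeLa A3G-eYFP cells; more signal means A3G escaped Vif-mediated degradation. Cells plated overnight, compound pinned in, incubated overnight at 37 deg C.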
# GRP78 ERSR act: ER stress response induction in glioma; U87-MG GRP78 promoter luciferase reporter, 16 h; Potency, µM, without a hit: at the top dose activation, actives largely listed as activators; 0.02% of 420,000 active; AID 602332; note: potency is the fitted concentration of half-maximal effect; series mostly up to about 76 µM; % of control where 0% means no effect; nearly all actives have a fitted effect of over 35% in size
#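 Stably transfected U87-MG glioma cells carrying a GRP78-based luciferase sensor; 16 h compound incubation. Luminescence end-point read 10 min after Bright-Glo addition at room temperature.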
# * = called active by the depositor; ? = inconclusive; . = no result given; & = joins results of further samples; [ ] = remark or other dose. Unless noted, calls come from the whole dose curve; as a rule, active = well fitted curve in the direction sought with a large enough effect; inconclusive = small, poorly fitted or top-dose-only effect, or another doubt; inactive = no such curve, though single readings can be large; an effect the other way counts as inactive or inconclusive.
molecule | Vif-APOBEC3F blk | 12-LOX inh | ERG-DNA inh | LDHA block | D2 antagonist | D2 agonist | RGS4 inh | Vif-A3G inh | GRP78 ERSR act
CCC(C)c1ccccc1NC(=O)c1cc(C)no1 (stereo not drawn) | 1% | -7% | 2% | -4 | 8 | 1.6 | 5% | 1% | -1%
O=C(NNS(=O)(=O)c1ccccc1)Nc1ccc(F)cc1 | 2% | -2% | -1% | 1 | -3 | 1.1 | -1% | 1% | 1%
Cc1cccc(C(=O)Oc2ccc(/C=N/NC(=O)Cc3ccc([N+](=O)[O-])cc3)cc2)c1 | 4% | -16% | -11% | -1 | 7 | 0.2 | 8% | 0% | -5%
O=C1CC(C(=O)Nc2ccc(O)c(C(=O)O)c2)C(c2ccccc2)O1 (stereo not drawn) | -1% | ? | 11% | 4 | 11 | -0.8 | -3% | -1% | -2%
CCS(=O)(=O)c1ccc(O)c(NC(=O)COc2ccc(C)cc2)c1 | 3% | 2% | -8% | -1 | -3 | -0.8 | 17% | 0% | -2%
CCN(CC)C(=O)CN(c1ccc(C)cc1)S(=O)(=O)c1ccc(SC)cc1 | -5% | -16% | 8% | -6 | 1 | -0.8 | 5% | -3% | -4%
CCN1C(=O)CC(N2CCC(C(=O)N3CCOCC3)CC2)C1=O (stereo not drawn) | -14% | 0% | 3% | -3 | 7 | 1.0 | 1% | -1% | 2%
Cc1cc([N+](=O)[O-])nn1CCCC(=O)NCc1ccccc1 | -27% | 21% | 10% | -1 | -13 | -1.2 | 18% | -5% | -1%
Cc1ccc(C(=O)NNC(=O)c2ccc3c(c2)OCCO3)cc1 | 4% | -19% | -2% | -9 | 20 | 1.6 | 5% | -11% | -5%
Cc1ccc(NC(=O)C2C3C=CC(O3)C2C(=O)O)c(C)c1 (stereo not drawn) | 17% | -4% | -5% | 4 | -15 | -0.1 | -19%[56.9 µM] | -1% | -2%

# Six structures already listed, ordered by molecular weight, largest number first:
molecule | Vif-APOBEC3F blk | 12-LOX inh | ERG-DNA inh | LDHA block | D2 antagonist | D2 agonist | RGS4 inh | Vif-A3G inh | GRP78 ERSR act
CCN(CC)C(=O)CN(c1ccc(C)cc1)S(=O)(=O)c1ccc(SC)cc1 | -5% | -16% | 8% | -6 | 1 | -0.8 | 5% | -3% | -4%
CCS(=O)(=O)c1ccc(O)c(NC(=O)COc2ccc(C)cc2)c1 | 3% | 2% | -8% | -1 | -3 | -0.8 | 17% | 0% | -2%
O=C1CC(C(=O)Nc2ccc(O)c(C(=O)O)c2)C(c2ccccc2)O1 (stereo not drawn) | -1% | ? | 11% | 4 | 11 | -0.8 | -3% | -1% | -2%
CCN1C(=O)CC(N2CCC(C(=O)N3CCOCC3)CC2)C1=O (stereo not drawn) | -14% | 0% | 3% | -3 | 7 | 1.0 | 1% | -1% | 2%
O=C(NNS(=O)(=O)c1ccccc1)Nc1ccc(F)cc1 | 2% | -2% | -1% | 1 | -3 | 1.1 | -1% | 1% | 1%
CCC(C)c1ccccc1NC(=O)c1cc(C)no1 (stereo not drawn) | 1% | -7% | 2% | -4 | 8 | 1.6 | 5% | 1% | -1%

# (further entries)
molecule | Vif-APOBEC3F blk | 12-LOX inh | ERG-DNA inh | LDHA block | D2 antagonist | D2 agonist | RGS4 inh | Vif-A3G inh | GRP78 ERSR act
COc1ccccc1N1CCN(S(=O)(=O)CCNC(=O)c2cc(=O)c3ccccc3o2)CC1 | 1%&-17% | -2%&-29% | -1%&-2% | -5&-1 | -2 | 0.0&-1.0 | -13%[56.9 µM] | -1%&9% | -2%&0%
COc1ccc(Cl)cc1NC(=O)C1CCN(c2ncnc3c2nc2n3CCCCC2)CC1 | 3% | ? | -5% | -6 | . | -0.7 | 3% | 1% | -2%
CCN(CC)C(=O)C1CCN(S(=O)(=O)c2ccc3c(c2)CCCN3C(C)=O)CC1 | 4% | -17% | -2% | 1 | . | 3.3 | -5% | 3% | -3%
COc1ccc(CN2C(=O)C(CC(=O)NC(c3ccccc3)c3ccccc3)CC(C(=O)N(C(C)C)C(C)C)=C2C)cc1 (stereo not drawn) | -1% | ? | . | -8 | . | . | . | -5% | -2%
Cn1cc(S(=O)(=O)Nc2cccc(F)c2)c(=O)n(C)c1=O | 0% | 5% | -5% | 0 | 0 | 0.1 | -11% | 0% | -2%
CCOC(=O)C1=C(CN2CCc3ccccc32)NC(=O)NC1c1ccc(Cl)cc1 (stereo not drawn) | -2% | ? | -1% | 14 | -9 | 0.4 | 18% | 1% | 6%
Cc1[nH]c(=O)[nH]c(=O)c1S(=O)(=O)N1CCCC(C(=O)N2CCC(Cc3ccccc3)CC2)C1 (stereo not drawn) | -5% | 10% | 2% | -6 | 20 | 0.8 | 15% | -2% | -5%
COc1ccc(S(=O)(=O)Nc2cc3c4c(c2)CC(=O)N4CCC3)cc1C | -13% | 3% | -10% | -1 | 7 | 0.1 | -20% | 0% | -2%
CCN(CC)CCOC(=O)C1(c2ccc(OC)c(OC)c2)CCCC1 | -7% | -25% | 0% | 0 | -10 | -0.7 | -24% | 1% | -3%
COc1cc(C(O)c2nc(-c3cccc(C(=O)O)c3)cs2)ccc1F (stereo not drawn) | . | -6% | . | -1 | . | . | . | 4% | -3%

# Next section:
molecule | Vif-APOBEC3F blk | 12-LOX inh | ERG-DNA inh | LDHA block | D2 antagonist | D2 agonist | RGS4 inh | Vif-A3G inh | GRP78 ERSR act
C#CCOCCOCCOCCNc1nc(N2CCN(C(=O)[C@H](CCCCN)n3cc([C@@H](N)C(C)CC)nn3)CC2)nc(N2CCN(C(=O)[C@H](Cc3cc4ccccc4[nH]3)n3cc([C@@H](N)C(C)CC)nn3)CC2)n1 (stereo partly drawn) | 5% | . | -3% | 11 | . | . | ? | 5% | -5%
CC(Sc1nnc2ccccn12)C(=O)Nc1ccc2c(c1)OCCO2 (stereo not drawn) | 2% | 56%[activator] | -8% | 3 | 4 | -0.5 | -26% | 5% | 5%
CCOC(=O)Cc1csc(SCC(=O)NC2CCC(C)CC2)n1 (stereo not drawn) | -11% | -4%&10% | 3% | -4&8 | 7 | -0.7 | 0% | -1% | -3%
O=C(COC(=O)/C=C/c1ccc(Cl)c(Cl)c1)NC1CCCC1 | 3% | -9% | 1% | -3 | -3 | 0.8 | 1% | 4% | 3%
Cc1ccc(NC(=O)CSCC(=O)Nc2cc(Cl)ccc2N2CCN(C)CC2)cc1 | 2% | 3% | 0% | -5 | -27 | 0.7 | 16% | 2% | -2%
C[C@@H]1O[C@@H](O[C@H]2[C@H](O)[C@@H](O)[C@H](Oc3c(-c4ccc(O)cc4)oc4cc(O)cc(O)c4c3=O)O[C@@H]2CO)[C@H](O)[C@H](O)[C@H]1O | 0% | -1% | -6% | 5 | . | . | 6% | -1% | -3%
N#Cc1ccc(CN2CCN(C(=O)CNC(=O)Cc3ccccc3)CC2)cc1 | -10% | -6% | -12% | 3 | 0 | 1.1 | 6% | -1% | -5%
CC(=O)NC(c1cccc(F)c1)c1nc(-c2cccc(C(F)(F)F)c2)cs1 (stereo not drawn) | . | 20% | . | -8 | . | . | . | -4% | -4%
Cc1ccc(Cl)c(OCC(=O)OCC(=O)c2ccc[nH]2)c1 | 3% | -20% | 23% | 2 | . | . | -36% | -1% | -6%
CCc1ccc(N(CC(=O)NCc2cccnc2)S(=O)(=O)c2ccccc2)cc1 | 3% | 365%[activator] | -10% | -1 | 7 | 0.4 | -17% | 6% | -7%

# Next part.
Compound	Vif-APOBEC3F blk	12-LOX inh	ERG-DNA inh	LDHA block	D2 antagonist	D2 agonist	RGS4 inh	Vif-A3G inh	GRP78 ERSR act
Cc1cc(=O)oc2cc(OCC(O)CN3CCc4ccccc4C3)ccc12 (stereo not drawn)	.	0%	7%	0	.	.	-6%	-6%	4%
CC(=O)c1c(N2CCN(C(=O)C3CCCO3)CC2)nc(=S)n(-c2ccccc2)c1C (stereo not drawn)	-4%	14%	-8%	-7	-7	0.6	-10%	0%	-4%
CC(C(=O)O)n1cnc2sc3c(c2c1=O)CCCC3 (stereo not drawn)	1%	-5%	5%	-4	-17	0.7	11%	1%	-2%
C=C1C(=O)C=C[C@]2(C)C[C@@H]3OC(=O)[C@](C)(O)[C@H]3C[C@@H]12	-1%	4%	-5%	5	37*	0.3	-26%	?	-11%
O=C(NC1CCCC1)C(c1ccccc1F)N(C(=O)c1ccco1)C1CCCC1 (stereo not drawn)	.	?	3%	-3	6	0.9	8%	-1%	-7%
Cc1cccc(N2CCN(C(=O)c3cc4c(=O)[nH]c5ccccc5c4n3C)CC2)c1C	-10%	37%[activator]	5%	-5	.	.	14%[11.4 µM]	-2%	-3%
Nc1nonc1-c1nc2ccccc2n1CC(=O)N/N=C/c1ccc(-c2cccc(C(=O)O)c2)o1	1%	-6%	-1%	-9	-1	-1.0	?	-2%	4%
COC(=O)c1cn(NC(=O)c2cccc(N(C)C)c2)c(=O)c2ccccc12	-8%	0%	-8%	4	-15	0.6	36%	0%	-7%
COc1ccc(CCNC(=O)COC(=O)C2CCCCC2)cc1	-24%	-26%	4%	-4	-6	-1.0	-21%	-2%	-2%
Cc1n[nH]c(C)c1CCC(=O)N/N=C/c1cccs1	4%	?	-2%	-7	5	-1.1	-8%	0%	-2%

# A portion of the library, so the mix of outcomes need not match the whole.
